EPAC2 ag – agonists of human EPAC2 (RAPGEF4); Q8WZA2; EPAC2 activation, biochemical qHTS; response scale: 100% = 6.5 mM cAMP response; Potency, µM (doses to about 154 µM), for inactives: top-dose activation, most hits filed as activators; hit rate 0.079% among 360,000; also: potency is read from the fitted curve at half-maximal effect; nearly all actives have a fitted effect of over 50% in size
Target sequence (Q8WZA2 whole entry, looked up): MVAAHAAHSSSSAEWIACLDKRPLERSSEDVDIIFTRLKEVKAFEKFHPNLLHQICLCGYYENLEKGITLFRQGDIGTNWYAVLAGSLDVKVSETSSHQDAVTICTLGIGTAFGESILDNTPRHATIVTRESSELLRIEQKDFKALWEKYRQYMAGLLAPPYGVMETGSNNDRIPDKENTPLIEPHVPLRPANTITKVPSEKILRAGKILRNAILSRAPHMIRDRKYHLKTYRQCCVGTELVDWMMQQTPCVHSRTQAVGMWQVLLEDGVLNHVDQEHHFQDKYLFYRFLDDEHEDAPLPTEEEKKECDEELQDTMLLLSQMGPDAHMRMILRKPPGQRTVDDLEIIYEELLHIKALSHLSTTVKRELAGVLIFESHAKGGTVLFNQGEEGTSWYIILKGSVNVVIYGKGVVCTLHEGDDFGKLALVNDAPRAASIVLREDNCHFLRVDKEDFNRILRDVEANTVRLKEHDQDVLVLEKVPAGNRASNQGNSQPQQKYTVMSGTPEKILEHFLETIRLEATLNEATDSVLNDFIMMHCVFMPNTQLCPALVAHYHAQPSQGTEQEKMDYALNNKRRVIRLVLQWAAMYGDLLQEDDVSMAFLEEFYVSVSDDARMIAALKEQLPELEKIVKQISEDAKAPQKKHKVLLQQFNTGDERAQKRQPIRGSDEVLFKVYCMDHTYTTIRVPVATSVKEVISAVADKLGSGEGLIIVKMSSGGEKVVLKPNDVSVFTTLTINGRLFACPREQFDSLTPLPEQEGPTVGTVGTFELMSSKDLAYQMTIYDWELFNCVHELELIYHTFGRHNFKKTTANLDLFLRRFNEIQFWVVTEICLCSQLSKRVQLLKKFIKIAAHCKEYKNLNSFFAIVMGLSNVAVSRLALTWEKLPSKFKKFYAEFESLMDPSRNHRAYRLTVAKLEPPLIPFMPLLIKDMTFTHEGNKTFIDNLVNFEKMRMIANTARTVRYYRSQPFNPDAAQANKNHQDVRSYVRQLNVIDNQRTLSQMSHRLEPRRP
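In this primary screen, activation is scored as increased exchange of BODIPY-GDP from Rap1B by 100 nM EPAC2, with 50 uM GDP as competitor. Signal is normalized to the 6.5 mM cAMP agonist control.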
TGFb inhibitor – TGF-b pathway inhibition; HepG2 CAGA-GFP TGF-b/SMAD3 reporter, GFP fluorescence, 18 h; TGF-beta stimulated, 500 pg/mL final; Potency, µM (doses to about 46.1 µM), without a hit: at the highest dose activity, negative = inhibition, hits mostly inhibitors; AID 588855; hit rate 1.2% among 410,000; also: potency is read from the fitted curve at half-maximal effect; % is scaled to controls: 0 for no effect and ±100 for the full control effect; nearly all actives have a fitted effect of over 65% in size
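Inhibition of TGF-beta-driven CAGA-GFP reporter expression in HEPG2 cells is measured by cellular GFP fluorescence after 18 h stimulation with 500 pg/mL recombinant TGF-beta in 1% FBS medium at 37 degrees C.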
A549 tox – counter-screen for Nrf2 inhibitors: cytotoxicity in A549 cells; A549 ARE-Fluc cells, CellTiter-Fluor viability, 18-24 h; hit rate 0.16% among 390,000; Potency, µM (series often up to 46 µM), without a hit: at the top dose activity change, negative = cytotoxicity, most hits filed as inhibitors; also: potency is read from the fitted curve at half-maximal effect; % is scaled to controls: 0 for no effect and ±100 for the full control effect
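A549 ARE_Fluc cells in 5% FBS OPTI-MEM were exposed to compounds in concentration-response for 18-24 h at 37 deg C. Viability was read by CellTiter-Fluor fluorescence (Ex 405/Em 525) after 30 min, before the luciferase read.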
ATXN viability – cell viability loss in ATXN counter-screen | Potency, µM (top dose mostly 56.7 µM), most hits filed as cytotoxic | S2 cells (HEK-293 line with an ATXN2-luciferase reporter) viability, CellTiter-Fluor protease fluorescence, 24 h | hit rate 0.49% among 400,000; also: potency is read from the fitted curve at half-maximal effect; nearly all actives have a fitted effect of over 40% in size
ATXN2 expr inh – reduces ATXN2 reporter expression in HEK-293 cells; hit rate 0.72% among 360,000; Potency, µM (top dose mostly 57 µM), inactives show at the highest dose activity change, negative = inhibition, usual class: inhibitors; HEK-293 ATXN2-luciferase reporter, luminescence, 24 h; also: potency is read from the fitted curve at half-maximal effect; % is scaled to controls: 0 for no effect and ±100 for the full control effect; nearly all actives have a fitted effect of over 55% in size
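qHTS (up to 57 uM final) was run with 24 h compound exposure of reporter cells at 37 °C. Each well was multiplexed: SteadyGlo luminescence measured ATXN2-luciferase expression after a fluorogenic Gly-Phe-AFC viability readout (25 uM final).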
IL-2 act – activators of IL-2; activation, % (series mostly up to about 46 µM); hit rate 0.065% among 360,000; IL-2 activation reporter assay, cell-based qHTS; stimulated with anti-CD3/CD4/CD28 beads; in transgenic mouse T cells; in the data active = activation above about 50%; inconclusive = mostly about 30% to 49%; also: 0% is about no effect
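Quantitative HTS in unstimulated transgenic mouse T cells, with memory T cells as non-tolerant control and PMA/ionomycin as tolerance-bypass control. Compound pretreatment lasted 60 minutes before 18 h bead stimulation; EGFP/DsRed fluorescence read.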
Nrf2 activator – activates Nrf2 signaling. AID 624171. Potency, µM (titrated, usually from 46.1 µM), for the others: top-dose activation, hits mostly activators. AREc32 ARE-luciferase reporter (MCF7-derived line), luminescence, 24 h. hit rate 0.31% among 410,000; also: potency is read from the fitted curve at half-maximal effect; % of control where 0% means no effect; nearly all actives have a fitted effect of over 65% in size
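Luminescent ARE reporter assay in AREc32_Fluc cells: overnight plating at 37 deg C, 24 hr compound incubation, Steady-Glo added, 30 min RT before reading.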
Nrf2 block – inhibitors of Nrf2 signaling. A549 ARE-Fluc reporter, luciferase luminescence, 18-24 h. Potency, µM (doses to about 46 µM), inactives show at the top dose activity change, negative = inhibition, actives largely listed as inhibitors. hit rate 2.1% among 360,000. AID 504444; also: potency is read from the fitted curve at half-maximal effect; % is scaled to controls: 0 for no effect and ±100 for the full control effect; nearly all actives have a fitted effect of over 60% in size
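Concentration-response testing used A549 ARE_Fluc cells at 5000 cells/well. Following an 18-24 h compound incubation, viability was read by fluorescence (Ex 405/Em 525) and luciferase output by luminescence.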
HepG2 viability – counter-screen for TGF-b inhibitors: cytotoxicity in HepG2 cells. Potency, µM (top dose mostly 46.1 µM), without a hit: at the top dose activity change, negative = cytotoxicity, hits mostly cytotoxic. HepG2 CAGA-GFP viability, ATP luminescence, 18 h. hit rate 0.76% among 410,000; also: potency is read from the fitted curve at half-maximal effect; some results filed as inactive show a strong effect at the top dose
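CellTiter-Glo luminescence gave cytotoxicity after 18 hours at 37 degrees C. The cells were HepG2 CAGA-GFP in 1% FBS DMEM, stimulated with 500 pg/mL TGF-beta after compound addition. %Activity was normalised to no-cell wells (complete cell-killing) and DMSO (no toxicity), and curves were fitted and classified.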
An asterisk follows results filed as active; i = inactive; u = inconclusive; x = no result given; [ ] = remark or other dose. Unless noted, calls follow the shape of the dose curve; as a rule, active = well fitted curve in the direction sought with a large enough effect; inconclusive = small, poorly fitted or top-dose-only effect, or another doubt; inactive = no such curve, though single readings can be large; an effect the other way counts as inactive or inconclusive.

Each structure is followed by: EPAC2 ag, TGFb inhibitor, A549 tox, ATXN viability, ATXN2 expr inh, IL-2 act, Nrf2 activator, Nrf2 block, HepG2 viability
CC(=O)N1CCSc2ccc(S(=O)(=O)Nc3ccc(C)cc3)cc21
    10.0%, 0.2%, -7.9%, i, -6.9%, -5.5, -0.8%, u, -19.9%
CC1=C(C(=O)OCCC#N)C(c2cc3c(cc2Br)OCO3)NC(=O)N1 (stereo not drawn)
    -1.7%, 3.8%, 2.1%, i, -7.1%, 0.4, -1.0%, 2.0%, -11.2%
NS(=O)(=O)c1cccc(NC(=O)COC(=O)c2ccccc2C(=O)c2ccccc2)c1
    11.2%, -5.0%, -0.8%, i, -21.1%, 0.2, u, u, -3.1%
Cc1c(Cl)cccc1NC(=S)Nn1cnnc1
    -3.1%, 10.3%, 6.1%, i, -3.9%, 2.0, 2.6%, -16.0%, -22.8%
CC[C@@H]1CC2=C(C(=O)OC(C)(C)O2)[C@H](c2ccc(F)cc2)O1
    4.1%, u, x, i, 2.8%, -0.3, -1.1%, x, 5.2%
CCCCCc1ccc(-c2ccc(/C=C/C(=O)O)cc2)nc1
    -0.7%, -7.9%, -10.3%, u, -35.2%, -0.8, -1.7%, u, 4.0%
COc1cccc(NS(=O)(=O)c2ccc3c(c2)N(C(C)=O)CCO3)c1
    -3.8%, -9.9%, 3.9%, i, -6.7%, -0.8, 0.0%, u, -11.9%
COc1cc2[nH]c(=S)n(Cc3ccc(C)o3)c(=O)c2cc1OC
    5.4%, 8.5%, -10.2%, i, -8.9%, -2.1, -0.8%, -10.2%, -22.4%
COc1ccc(NC(=O)N2CCCC2C(=O)NCc2ccc(F)cc2)cc1 (stereo not drawn)
    2.7%, -7.3%, -10.9%, i, -2.6%, -0.9, -0.6%, -9.2%, -25.8%
CCN(CC(=O)NCc1cccs1)C(=O)c1cccc(S(=O)(=O)N(CC)c2ccccc2)c1
    -1.3%, u, 4.5%, i, x, 0.1, 1.3%, u, -36.2%
CC1CCC2(CC1)SCC(=O)N2c1ccc(F)cc1 (stereo not drawn)
    -3.5%, -15.5%, -1.3%, i, -3.2%, 3.5, -0.3%, 8.1%, -191.4%
CCCCc1nc2cc(C(=O)N(C)CCc3cn[nH]c3)ccc2o1
    5.7%, 3.8%, 0.0%, i, x, -0.9, 9.5%, u, -34.8%
Cc1ccc(NC(=O)Nc2cccc(F)c2)nc1
    -0.4%, -11.8%, 7.6%, i, x, 0.4, 10.5%, u, -6.0%
CC1CCN(S(=O)(=O)c2ccc3c(c2)N(CC(=O)N(C)Cc2ccccc2)C(=O)CO3)CC1
    x, 0.0%, -1.1%, x, x, x, -0.5%, 20.9%, 3.1%
CCCc1c(C(=O)NNc2ccc(C)cc2)cnn1-c1ccccc1
    2.6%, -0.1%, 1.7%, i, -11.1%, -3.5, 3.6%, -6.1%, -17.3%
CCCCNC(=O)c1onc(CSc2ccc(F)c(F)c2)c1C(=O)NCCCC
    0.1%, u, 0.9%, i, -4.5%, -1.6, -0.1%, 1.8%, -11.5%
O=C(CCCn1c(=S)[nH]c2cc3c(cc2c1=O)OCO3)NCCc1ccc(Cl)cc1
    -3.7%, -10.3%, x, i, x, -1.2, 2.8%, x, 12.6%
Cc1cc(O)cc(O[C@H]2OC(CO)[C@H](O)[C@@H](O)[C@H]2O)c1 (stereo partly drawn)
    8.0%, -3.1%, -0.3%, i, 6.1%, 2.0, 0.0%, 2.4%, -1.5%
COc1ccc(C2(C)NC(=O)N(CC(=O)Nc3ccc(-c4nc5ccc(C)cc5s4)cc3)C2=O)cc1 (stereo not drawn)
    -0.5%, -11.9%, 15.8%, i, 5.2%, 0.7, 5.9%, u, -6.3%
O=C(Nc1nnc(C2CC2)s1)c1cncc(Br)c1
    14.1%, -1.4%, 4.5%, i, x, 0.1, -0.5%, u, -13.8%
COc1cccc(-n2c(-c3ccco3)nc3c(cnn3-c3ccc(Cl)cc3)c2=O)c1
    x, -17.4%, 2.3%, i, -28.5%, x, 0.5%, u, -9.3%
CC(C)NC(=O)CN(Cc1ccc(F)cc1)C(=O)CCC(=O)Nc1ccccn1
    4.8%, 18.5%, 0.8%, i, -16.3%, 2.6, 0.3%, 1.2%, -2.8%
CC(=O)c1ccc(NC(=O)c2ccc(CNc3c(N4CCCC4)c(=O)c3=O)cc2)cc1
    -9.1%, -1.5%, 1.0%, i, 10.0%, -1.5, -0.4%, 14.9%, -0.6%
COc1ccc(-c2ccc(OC)c(C3C4C=CCC(C)C4C(=O)N3Cc3ccccc3)c2)cc1OC (stereo not drawn)
    x, -6.9%, -9.0%, x, x, x, x, u, 23.9%
COc1cc(NC(=S)NC(=O)c2ccccc2F)ccc1NC(=O)c1ccco1
    1.0%, -16.1%, 7.0%, i, 3.4%, -1.6, 0.6%, 4.9%, -12.5%
Cc1ccc(S(=O)(=O)N2CN(Cc3ccco3)c3nc4ccccc4nc32)cc1
    7.1%, 2.7%, -16.5%, i, -0.7%, 0.2, 8.4%, u, 0.3%
CC(Sc1n[nH]c(-c2ccccc2F)n1)C(=O)Nc1ccc(S(N)(=O)=O)cc1 (stereo not drawn)
    0.5%, 5.1%, -2.2%, i, 1.1%, 0.1, 0.1%, -8.6%, 10.7%
Cc1ccnc(NC(=O)c2ccc3c(c2)C(=O)N(CC(C)C)C3=O)c1
    7.1%, -0.9%, 0.7%, i, 54.0%[activator], -1.6, -0.4%, u, -18.6%
Cc1cccnc1CN1CCN(Cc2nc(Cc3cccc(F)c3)no2)CC1
    8.1%, -0.1%, 8.0%, i, x, 0.1, -1.1%, 2.5%, 24.3%
COCCCNC(=O)c1sc2nc(C)c(C(=O)Nc3ccc(Cl)cc3)c(-c3ccc(Br)cc3)c2c1N
    x, -22.0%, -5.9%, i, -15.8%, x, 0.4%, 7.4%[9.27 µM], -22.8%

Brought forward from above: two compounds, then new ones.
Each structure is followed by: EPAC2 ag, TGFb inhibitor, A549 tox, ATXN viability, ATXN2 expr inh, IL-2 act, Nrf2 activator, Nrf2 block, HepG2 viability
Cc1cccnc1CN1CCN(Cc2nc(Cc3cccc(F)c3)no2)CC1
    8.1%, -0.1%, 8.0%, i, x, 0.1, -1.1%, 2.5%, 24.3%
COCCCNC(=O)c1sc2nc(C)c(C(=O)Nc3ccc(Cl)cc3)c(-c3ccc(Br)cc3)c2c1N
    x, -22.0%, -5.9%, i, -15.8%, x, 0.4%, 7.4%[9.27 µM], -22.8%
COc1cc(C(=O)Nc2cc(S(C)(=O)=O)ccc2Cl)ccc1OCC(=O)N1CCOCC1
    6.3%, -2.5%, -4.4%, i, -0.8%, 0.1, 0.0%, -8.5%, -8.0%
CN(CCc1ccccc1)C(C(=O)Nc1ccc2c(c1)OCCO2)C1CC1 (stereo not drawn)
    10.6%, -12.4%, x, i, 13.5%, 0.7, -1.1%, x, -3.8%
COCCCN1C(=O)/C(=C\c2ccc3c(c2)OCO3)C(C(=O)OC)=C1C
    -0.4%, -4.2%, -2.7%, i, -8.4%, 1.8, 6.1%, 11.7%, -35.9%
Cc1ccc(S(=O)(=O)N2CCN(C(=O)COC(=O)c3ccc(Br)o3)CC2)c(C)c1
    -2.0%, -22.5%, 1.3%, u, -3.6%, -0.5, -0.1%, 10.2%, 0.5%
C/C(=N/NC(=O)c1ccc2c(c1)OCO2)c1ccc(Br)s1
    0.1%, 9.2%, -2.2%, u, x, 0.8, 8.8%, u, -10.8%
O=C1CCCN=C(Nc2ccc(F)c(Cl)c2)S1
    7.0%, 0.0%, -5.9%, u, 10.4%, -0.4, 0.9%, 5.8%, -168.1%
CCOc1ccccc1N(CC(=O)NCCSc1ccccc1)S(C)(=O)=O
    21.8%, 0.7%, -8.5%, u, -9.5%, -1.8, -0.6%, 5.4%, 8.1%
NC(=S)NN=C1CCC(C2CCCCC2)CC1 (stereo not drawn)
    7.2%, u, 1.6%, u, -33.8%, -1.0, 7.3%, u, -38.4%
CCc1nc(SCc2ccccc2)n[nH]1
    -2.3%, 0.5%, u, i, 38.1%, -0.1, 3.5%, u, -7.4%
O=C(Nc1ccc(Cl)cc1Cl)c1cc(S(=O)(=O)N2CCN(c3ccccc3F)CC2)ccc1F
    x, -14.5%, -1.2%, x, x, x, 0.0%, x, 0.6%
Fc1ccc(CNC(=S)NCc2ccc(F)cc2)cc1
    13.4%, 18.0%, 11.1%, i, -17.2%, -3.7, 0.5%, 5.5%, 26.3%
Cc1ccc(SCC(=O)NC(=O)Nc2ccc3c(c2)OCCO3)c(C)c1
    -10.1%, u, -4.0%, i, 7.3%, 0.0, -0.5%, 5.0%, 0.1%
CCC(C)[C@H](NC(=O)C1CC(=O)N(c2ccc3c(c2)OCO3)C1)C(=O)NC1CCCCC1 (stereo partly drawn)
    2.1%, 10.8%, -4.9%, i, x, 2.1, 0.3%, 15.5%, 17.3%
Cc1cc(Cn2nnc(-c3ccc(Br)cc3)n2)cc(C)c1O
    7.4%, u, -1.5%, i, -14.0%, 0.1, 7.5%, 7.0%, -58.6%
Cn1sc(NC(=O)c2cccc(Cl)c2)nc1=O
    6.9%, -1.2%, -6.8%, i, 37.0%[activator], -2.5, 22.0%, u, 6.0%
CCOC(=O)Cn1c(=N)n(CCOc2ccc3ccccc3c2)c2ccccc21
    4.9%, 11.2µM*, -1.7%, u, -23.2%, -1.1, -0.3%, -5.1%, -100.3%
NS(=O)(=O)c1ccc(NC(=O)/C=C/c2cccs2)cc1
    5.1%, 5.8%, 0.9%, i, 26.9%, -1.9, 6.7%, 0.9%, -8.3%
COc1ccc(-n2c(SCc3cn4c(C)cccc4n3)nc3ccccc3c2=O)cc1OC
    5.8%, u, -3.8%, u, -24.8%, -0.1, 6.9%, u, -25.9%

Taken from above:
`Cc1cc(Cn2nnc(-c3ccc(Br)cc3)n2)cc(C)c1O` | IL-2 act = 0.1
`Cc1ccc(SCC(=O)NC(=O)Nc2ccc3c(c2)OCCO3)c(C)c1` | A549 tox = -4.0%
